Assay outcomes deposited in PubChem BioAssay by several laboratories.
CYP2C19 act: activators of human cytochrome P450 2C19. P33261. recombinant CYP2C19, luciferin-H EGE luminescence; stronger effect = higher value; 0 = fully inhibited enzyme, 1 = untreated enzyme. activation factor at 5 µM. 96,000 tested, under 10 active. AID 1025;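 active = activation factor of at least 2 at 5 µM in the primary screen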;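 note: 0 = wells with 2.5 mM tranylcypromine and 1 = vehicle-only wells; values of inactives mirror those of a sister screen read the other way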
Target sequence (P33261 whole entry, looked up): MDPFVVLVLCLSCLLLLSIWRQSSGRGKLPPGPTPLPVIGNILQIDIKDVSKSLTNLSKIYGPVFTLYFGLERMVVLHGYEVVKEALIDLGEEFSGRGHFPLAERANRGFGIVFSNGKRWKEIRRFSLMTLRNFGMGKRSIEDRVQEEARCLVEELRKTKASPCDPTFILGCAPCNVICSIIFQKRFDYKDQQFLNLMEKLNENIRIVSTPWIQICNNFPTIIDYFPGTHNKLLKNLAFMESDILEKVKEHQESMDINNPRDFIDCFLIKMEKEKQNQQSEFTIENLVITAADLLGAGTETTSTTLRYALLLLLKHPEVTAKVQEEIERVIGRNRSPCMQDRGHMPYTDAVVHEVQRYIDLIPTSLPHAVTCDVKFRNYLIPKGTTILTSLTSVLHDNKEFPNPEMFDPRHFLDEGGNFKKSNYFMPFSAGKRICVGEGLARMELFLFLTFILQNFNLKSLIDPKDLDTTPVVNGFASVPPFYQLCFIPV
EphB4 antag: blocks human EphB4 binding to ephrin-B2; 97,000 tested, 0.15% active; EphB4 LBD / TNYL-RAW-Alexa532 peptide, fluorescence polarization; P54760; AID 720; inhibition, % at 7 µM;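 active = inhibition above the screen-wide mean inhibition plus 3 SD, cut at about 15% in these data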;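 note: 0% = DMSO wells and 100% = excess unlabeled TNYL-RAW peptide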
PLAP activator: human PLAP activation. P05187. purified PLAP enzyme, luminescent substrate read-out; stronger effect = higher value. activation fold at 20 µM. 96,000 tested, 1.2% active. AID 696; in the data active = activation fold above about 2
CYP2C19 inh: inhibitors of human CYP2C19. P33261. 96,000 tested, 21% active. inhibition, % at 5 µM. CYP2C19 Supersomes, luciferin-H EGE luminescence, 30 min;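 active = CYP2C19 inhibition above a set limit at 5 µM in the primary screen, cut at about 50% in these data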;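 note: plate controls were negative control wells for no effect and 2.5 mM tranylcypromine positive control for full effect; values of inactives mirror those of a sister screen read the other way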
PostGolgi yeast: growth inhibition of a yeast mutant, post-Golgi transport screen. 98,000 tested, 0.9% active. AID 739. inhibition, % at 10 µM. post-Golgi transport phenotypic cell assay; in the data active = inhibition above about 30%;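 note: yeast cells grown in 1536-well plates; yeast grown about 18 h at 30C before absorbance read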
PTK2B oligo ant: antagonists of human Pyk2 oligomerization; Q293 cells, Pyk2 FERM NanoBiT luminescence; stronger effect = lower value; 99,000 tested, 0.83% active; Q14289; z-score (the deposit names both 25 µM and 10 µM); AID 1347419;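 active = Z-score of -3 or lower, scaled per plate to the spread of control and sample wells; inactive = z-score above -3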;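 note: negative z-score means lost luminescence so less FERM oligomerization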
Ecoli WT expand: growth inhibitors of E. coli BW25113 wild type; growth inhibition, % at 100 µM; OD600 absorbance; AID 710; 98,000 tested, 0.15% active;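 active = growth inhibition above about 50% at one test dose, limit read from the data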;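 note: growth measured after 20 h incubation at 37 °C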
CYP2C9 activ: CYP2C9 (human) activation | AID 1024 | recombinant CYP2C9, luciferin-H conversion, luminescence; stronger effect = higher value; factor 1 = untreated enzyme, 0 = blocked | 96,000 tested, 1.4% active | activation factor at 5 µM;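 active = activation factor of 2 or more for CYP2C9 at a 5 µM dose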;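 note: 0 = sulfaphenazole-blocked wells and 1 = vehicle-only wells; values of inactives mirror those of a sister screen read the other way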
Target sequence (P11712 whole entry, looked up): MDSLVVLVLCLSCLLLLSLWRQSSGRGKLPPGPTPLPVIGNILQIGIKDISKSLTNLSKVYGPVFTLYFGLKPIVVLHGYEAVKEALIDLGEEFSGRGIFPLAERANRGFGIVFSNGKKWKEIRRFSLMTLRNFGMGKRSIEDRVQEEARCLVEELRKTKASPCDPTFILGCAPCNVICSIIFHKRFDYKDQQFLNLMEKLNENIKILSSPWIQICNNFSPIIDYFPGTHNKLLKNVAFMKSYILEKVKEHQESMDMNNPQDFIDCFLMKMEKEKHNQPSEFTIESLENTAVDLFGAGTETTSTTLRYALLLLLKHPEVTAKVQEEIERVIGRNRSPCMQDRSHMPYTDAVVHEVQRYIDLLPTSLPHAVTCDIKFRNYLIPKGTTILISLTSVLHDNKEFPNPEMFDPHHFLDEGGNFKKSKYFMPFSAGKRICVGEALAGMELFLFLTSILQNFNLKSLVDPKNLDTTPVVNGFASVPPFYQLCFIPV
CYP2C9 inh: blocks human cytochrome P450 2C9 | inhibition, % at 5 µM | CYP2C9 Supersomes, luciferin-H conversion, luminescence | 96,000 tested, 20% active | P11712;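 active = blocking of liver enzyme CYP2C9 beyond about 50% at 5 µM, limit read from the data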; note: values of inactives mirror those of a sister screen read the other way
Active calls of the source: *; / = not tested or not shown.

SMILES	CYP2C19 act	EphB4 antag	PLAP activator	CYP2C19 inh	PostGolgi yeast	PTK2B oligo ant	Ecoli WT expand	CYP2C9 activ	CYP2C9 inh
CC(C)CC(c1nnnn1C1CCCC1)N1CCN(C(=O)c2ccco2)CC1 (stereo not drawn)	0.6	2	1.4	44	0	0.46	5	0.6	45
N=c1c2c3c(sc2ncn1CCCN1CCOCC1)CCCCC3	0.9	-3	1.5	8	0	0.71	5	0.9	7
COC(=O)CCCCC1SCC2NC(=O)NC21O (stereo not drawn)	1	10	1	-1	-11	-0.03	2	1.1	-6
CCn1nnc(-c2ccccc2NS(=O)(=O)c2ccc(C(=O)OC)cc2)n1	0	5	1.2	98*	-2	-0.18	-2	0.3	73*
O=C(O)C1CCCCC1C(=O)NCCc1ccc(Cl)cc1 (stereo not drawn)	0.3	1	1.1	75*	7	0.8	4	0.6	40
CCC(C(=O)Nc1ncn[nH]1)(C(F)(F)F)C(F)(F)F	1.1	-7	1.1	-8	10	-0.35	9	0.9	6
CC(=O)Nc1ccc(N2C(C(C)=O)=NN(c3ccccc3)C2c2cccs2)cc1 (stereo not drawn)	0.5	4	1.1	47	2	-2.7	-6	0.6	44
CC1CCN(CCCOc2ccc(OCc3ccccc3)cc2)CC1	0.8	-2	1.4	20	11	1	22	0.9	10
CCOC(=O)c1ccc(NC(=O)CN(C)S(=O)(=O)c2ccc(OC)cc2)cc1	0.9	1	0.9	7	-4	-0.46	-11	1.6	-64
O=C1C=C(c2ccccc2)CC(c2cccs2)C1n1cnc([N+](=O)[O-])c1 (stereo not drawn)	0.8	-8	1	20	-1	-0.02	1	0.9	12
COC(=O)C1=C(C)N=C2SC(C)C(=O)N2C1/C=C/c1ccccc1OC (stereo not drawn)	0.2	0	1.3	81*	5	0.16	5	0.4	63*
COc1ccc(C2=NOC(C(=O)NCC(C)C)C2)cc1 (stereo not drawn)	0.8	6	1	18	-4	0.1	0	1.4	-44
COc1ccc(C(=O)/C=C2/c3ccccc3CC(C)(C)N2C)cc1	0.9	3	1.4	13	-3	0.79	-3	0.8	23
Cc1cc(=O)cc(C)n1-c1ccc2c(c1)nc(C)n2-c1ccccc1	1.1	/	1.2	-6	/	-0.11	/	1.1	-12
CC(=O)N(c1ccc(N(C(C)=O)S(=O)(=O)c2cccs2)cc1)S(=O)(=O)c1cccs1	0.8	2	1	22	0	0.3	9	0.3	73*
CCOC(=O)CSc1n[nH]c(-c2ccco2)n1	1	-2	0.8	-2	-3	/	2	1	-2
CC(=O)NCCC(=O)Nc1ccc(C)c(F)c1	0.9	6	1	10	-2	-0.48	8	0.9	10
CCOc1ccc(OCC)c(NC(=O)C2CCN(c3nn4c(=O)cc(C)nc4s3)CC2)c1	0.8	/	1.4	23	-2	0.55	-7	0.7	25
CCN1CCN(c2ncnc3c2cnn3-c2ccccc2)CC1	0.9	-2	1.5	13	-1	/	3	0.9	8
Cc1ccc2c(c1)-c1cc(C)nn1C(c1sccc1C)N2 (stereo not drawn)	0.2	2	1.5	79*	-1	0.37	-1	0.4	56*
COc1ccccc1Oc1coc2cc(OC(=O)N3CCOCC3)ccc2c1=O	0.8	-3	1.1	21	9	0.52	1	1.2	-18
COc1cc(OC)c(C2C(C#N)=C(N)OC3=C2C(=O)CC(C)(C)C3)cc1OC (stereo not drawn)	0.8	-4	1.2	21	-2	1.1	7	0.8	25
COc1cc2nc(SCC(=O)NCCc3ccccc3)n(Cc3ccco3)c(=O)c2cc1OC	0.3	/	1.9	66*	4	-0.33	4	0	96*
CC(=O)Nc1ccc(S(=O)(=O)Nc2ccc(N3CCOCC3)cc2)cc1	0.1	-3	1	90*	-9	-0.66	-9	0.6	40
O=C(COC(=O)c1c[nH]c(=O)[nH]c1=O)NCc1ccccc1	1.2	-4	0.8	-18	-9	0.47	1	1	4
CCOC(=O)c1cc(-c2ccco2)nc2c1c(C)nn2CCC#N	1	0	1.4	3	1	-0.05	13	0.6	39
Cc1ccc(C(=O)COC(=O)C2C3C=CC(C3)C2C(=O)OCC(=O)c2ccc(C)c(C)c2)cc1C (stereo not drawn)	0.7	2	1.1	29	-2	-0.7	-11	0.5	51*
Fc1cccc(NCc2ccoc2)c1	1	5	0.9	-3	-7	-0.07	16	1	-2
Cc1ccc(-n2c(SCC(=O)NCc3ccco3)nc3nc4c(cc3c2=O)COC(C)(C)C4)cc1	0.8	/	1.7	24	4	-1.4	-6	0.7	28
Cc1cc(C)cc(-n2ccnc2SCC(=O)Nc2nccs2)c1	0.7	1	1	33	-6	-0.25	-1	0.7	32
CCCCc1nc(SCC(=O)Nc2ccc(S(N)(=O)=O)cc2)n[nH]1	0.8	1	2*	20	-5	0.61	-1	0.6	39
CCOC(=O)CCCNC(=O)COC(=O)c1cc(C)cc(C)c1	/	-4	/	/	1	-0.02	-1	/	/
Cc1c(F)cccc1NC(=O)CCC(=O)O	1	8	1	4	8	0.29	-5	0.9	7
Cc1ccc(C(=O)N2CCN(C3CCCCC3)CC2)s1	0.5	/	1.4	53*	-2	1.9	-5	0.7	26
CC1=C(C(=O)OC2CCCCC2)C(c2ccc(C)o2)C2=C(CC(C)(C)CC2=O)N1 (stereo not drawn)	0.9	0	1.5	12	-4	-1.5	-3	0.6	39
CN(CCc1ccccn1)S(=O)(=O)c1ccc2c3c(cccc13)C(=O)N2	0.1	5	1.2	94*	-1	1	2	0.3	70*
O=CN1CCN(C2CC(=O)N(c3ccc4c(c3)OCO4)C2=O)CC1 (stereo not drawn)	1.1	2	1.2	-12	0	0.39	-5	1.5	-50
CCOc1cccc(-c2nnc(SCC(=O)Nc3cc(C)ccc3OC)n2N)c1	0.7	-7	1	31	15	0.12	-4	0.7	34
N#CC1=C(N)OC2=C(C(=O)CCC2)C12C(=O)N1CCCc3cccc2c31 (stereo not drawn)	1	-6	1	-5	-4	-0.22	3	1.1	-10
O=C(O)c1ccc(S(=O)(=O)Nc2ccc(F)c(Cl)c2)cc1	1	-4	0.9	3	-16	-0.22	-1	0.9	8

CYP2C9 inh: what is marked active above.
canonical_smiles	CYP2C19 act	EphB4 antag	PLAP activator	CYP2C19 inh	PTK2B oligo ant	CYP2C9 activ	CYP2C9 inh
CCn1nnc(-c2ccccc2NS(=O)(=O)c2ccc(C(=O)OC)cc2)n1	0	5	1.2	98*	-0.18	0.3	73*
COC(=O)C1=C(C)N=C2SC(C)C(=O)N2C1/C=C/c1ccccc1OC (stereo not drawn)	0.2	0	1.3	81*	0.16	0.4	63*
CC(=O)N(c1ccc(N(C(C)=O)S(=O)(=O)c2cccs2)cc1)S(=O)(=O)c1cccs1	0.8	2	1	22	0.3	0.3	73*
Cc1ccc2c(c1)-c1cc(C)nn1C(c1sccc1C)N2 (stereo not drawn)	0.2	2	1.5	79*	0.37	0.4	56*
COc1cc2nc(SCC(=O)NCCc3ccccc3)n(Cc3ccco3)c(=O)c2cc1OC	0.3	/	1.9	66*	-0.33	0	96*
Cc1ccc(C(=O)COC(=O)C2C3C=CC(C3)C2C(=O)OCC(=O)c2ccc(C)c(C)c2)cc1C (stereo not drawn)	0.7	2	1.1	29	-0.7	0.5	51*
CN(CCc1ccccn1)S(=O)(=O)c1ccc2c3c(cccc13)C(=O)N2	0.1	5	1.2	94*	1	0.3	70*

(listing goes on)
SMILES	CYP2C19 act	EphB4 antag	PLAP activator	CYP2C19 inh	PostGolgi yeast	PTK2B oligo ant	Ecoli WT expand	CYP2C9 activ	CYP2C9 inh
Cn1c(NCC(O)CO)nc2c1c(=O)n(Cc1ccc(Cl)c(Cl)c1)c(=O)n2C (stereo not drawn)	0.8	1	1.4	15	-2	-0.34	5	0.7	28
CCCC(C)C(=O)Nc1nc(C)c(-c2csc(Nc3cc(OC)ccc3OC)n2)s1 (stereo not drawn)	0.8	5	1.2	22	3	/	-10	0.5	53*
Cc1cc(NC(=O)C2CCN(S(=O)(=O)c3cnc[nH]3)CC2)ccc1Br	0.5	/	1.3	45	2	0.74	-16	0.2	79*
Cc1cc(C)n(-c2ncnc3c2oc2ccccc23)n1	0.9	13	0.8	8	14	1.6	-1	0.9	5
CCCCn1ccc(O)c(Cc2ccc(F)cc2)c1=O	0.8	-2	1	22	13	-0.7	-2	0.7	30
O=C(Nc1cccc(NC(=O)c2ccc(-c3ccc(Br)cc3)o2)c1)c1ccccc1	1.2	8	0.8	-18	-3	-0.28	-4	1.1	-8
Cc1cc(NC(=O)Cn2cnc3c2c(=O)n(C)c(=O)n3C)n(-c2ccccc2)n1	1.1	5	1.1	-14	-12	-0.4	4	1	-2
Cc1ccccc1CN1CCN(CC(=O)NCc2ccco2)C1=O	1.1	-7	1.5	-8	4	1.4	0	1.2	-16
O=C(NC1CCCCCC1)C1CCN(C(=O)Cc2ccccc2)CC1	0.9	-3	0.9	6	-2	1.1	5	0.8	16
COCCOC(=O)C1=C(C)NC(=O)NC1c1cn(-c2ccccc2)nc1-c1cccs1 (stereo not drawn)	0.2	-2	1.4	76*	-10	-0.83	2	0.3	70*
COc1cccc(Cn2cnc3c(NS(=O)(=O)c4cc(Cl)ccc4Cl)c(C)c(C)cc32)c1	0.9	1	1.4	14	8	-0.73	-11	0.5	53*
NC(=O)c1cc(-c2ccccc2)nc(N2CCOCC2)n1	0.8	-7	1	20	15	-0.59	2	0.7	29
O=S(=O)(c1ccc(OCC(O)CN2CCCCC2)cc1)N1CCOCC1 (stereo not drawn)	1.2	9	1.3	-17	3	-0.06	1	1.1	-10
c1ccc(CNn2c(N3CCOCC3)nc3ccccc32)cc1	0.3	10	1	70*	0	-0.79	6	0.9	5
COc1ccc(CNC(=O)c2csnn2)cc1	0.5	0	0.9	52*	-4	0.46	4	1	4
O=C(NCc1cccc(Cl)c1)c1cccc(C(F)(F)F)c1	0.4	-3	0.7	62*	-1	0.42	10	1.3	-31
CCOC(=O)N1CCC(N2C(=O)c3ccc(C(=O)NCc4ccc(F)cc4)cc3C2=O)CC1	0.7	/	0.9	29	4	/	-13	0.4	58*
CCn1ncc(/C=N/NC(=O)c2ccc3c(c2)OCO3)c1C	0.8	3	1	25	3	0.72	-4	1	-4
CCOC(=O)N1CCC(NC(=O)CNS(=O)(=O)c2ccc(Br)s2)CC1	0.9	4	1	5	-1	0.47	1	0.9	11
Cc1cc(=O)[nH]c(SCC(=O)Nc2ccc(S(=O)(=O)N3CCCCC3)cc2)n1	0.7	7	1.4	26	12	0	3	0.2	80*

Quoted from the listing:
For PTK2B oligo ant, COc1ccc(C2=NOC(C(=O)NCC(C)C)C2)cc1 (stereo not drawn) is entered as 0.1
For PLAP activator, COc1ccc(CNC(=O)c2csnn2)cc1 is entered as 0.9

(cont.)
SMILES	CYP2C19 act	EphB4 antag	PLAP activator	CYP2C19 inh	PostGolgi yeast	PTK2B oligo ant	Ecoli WT expand	CYP2C9 activ	CYP2C9 inh
O=C(CSC1=NCCS1)N1CCN(c2ccc(Cl)cc2)CC1	0.4	-6	1.2	62*	5	0.83	4	0.8	16
CN(C)C(=O)CN(c1ccc2c(c1)OCO2)S(C)(=O)=O	0.8	-4	1.1	18	-3	0.11	5	1	4
CCn1c(=O)cc(OCC(=O)N(C)C2CCCCC2)c2ccccc21	0.8	-9	1	18	0	0.85	9	0.9	14
COC(=O)C1=C(N)OC2=C(C(=O)CC(C)(C)C2)C1c1cccs1 (stereo not drawn)	0.3	/	0.9	73*	-8	0.17	-17	0.2	81*
CCOc1ccc(CNc2ccc(N3CCCC3)cc2)cc1	0.6	-7	1	37	2	-0.44	3	0.8	18
